DT40 TDP1 CPT – growth inhibition of DT40 Tdp1-/-;hTDP1 cells with camptothecin (screen for TDP1 inhibitors); Potency, µM (doses to about 46.2 µM), for inactives: at the top dose activity change, negative = growth inhibition, hits mostly inhibitors; 420,000 tested, 12% active; chicken DT40 Tdp1-/-;hTDP1 cells + 20 nM CPT, ATP luminescence, 48 h; AID 686979; also: nearly all actives have a fitted effect of over 55% in size
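Chicken DT40 Tdp1-/- cells stably complemented with human TDP1 were seeded at 400 cells/well in medium containing 20 nM camptothecin, exposed to pin-transferred compounds, and grown at 37 °C for at least 48 hr. Viability was read as ATP luminescence.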
TDP1 inh – inhibitors of human tyrosyl-DNA phosphodiesterase TDP1. recombinant TDP1, AlphaScreen DNA substrate cleavage. AID 485290. Q9NUW8. 350,000 tested, 0.28% active. Potency, µM (doses to about 130 µM), inactives show at the highest dose activity change, negative = inhibition, most hits filed as inhibitors; also: nearly all actives have a fitted effect of over 40% in size
Target sequence (Q9NUW8 whole entry, looked up): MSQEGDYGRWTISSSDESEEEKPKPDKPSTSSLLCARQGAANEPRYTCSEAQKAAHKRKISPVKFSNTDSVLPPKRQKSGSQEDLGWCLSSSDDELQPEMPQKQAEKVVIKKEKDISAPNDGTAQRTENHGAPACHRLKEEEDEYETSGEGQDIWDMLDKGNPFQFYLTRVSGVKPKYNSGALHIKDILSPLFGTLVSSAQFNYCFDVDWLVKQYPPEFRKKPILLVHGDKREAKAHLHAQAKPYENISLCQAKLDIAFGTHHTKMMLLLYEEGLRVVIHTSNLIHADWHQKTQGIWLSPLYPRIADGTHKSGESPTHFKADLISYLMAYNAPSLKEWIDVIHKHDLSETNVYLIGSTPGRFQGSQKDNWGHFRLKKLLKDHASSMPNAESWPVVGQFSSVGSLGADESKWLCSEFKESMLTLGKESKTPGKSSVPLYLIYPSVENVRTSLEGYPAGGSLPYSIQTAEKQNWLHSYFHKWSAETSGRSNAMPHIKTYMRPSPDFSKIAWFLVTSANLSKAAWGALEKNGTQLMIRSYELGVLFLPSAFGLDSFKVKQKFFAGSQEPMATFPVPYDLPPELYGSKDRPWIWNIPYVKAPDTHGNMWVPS
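Here, a 5' biotin and 3' phosphotyrosine-FITC DNA oligonucleotide reports Tdp1 activity: intact substrate bridges AlphaScreen beads, while cleavage leaves a 3' phosphate and drops signal. All incubations at room temperature.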
DT40 TDP1 no CPT – qHTS for Inhibitors of human tyrosyl-DNA phosphodiesterase 1 (TDP1): qHTS in cells in absence of CPT; AID 686978, 2013; 420,000 tested, 15% active; Potency, µM (series often up to 46.2 µM), without a hit: at the top dose activity change, negative = growth inhibition, most hits filed as inhibitors; DT40 Tdp1-/- hTDP1 cells, no CPT, ATP luminescence, 48 h; also: nearly all actives have a fitted effect of over 55% in size
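Compound effects on proliferation are scored in DT40 Tdp1-/-;hTDP1 cells in the absence of CPT. ATP levels (CellTiter-Glo luminescence) are recorded after a ≥48 hr, 37 °C incubation.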
Active calls of the source: *; ? = inconclusive; · = not tested or not shown; & = joins results of further samples; ! = not confirmed by another sample; [ ] = another dose, or the depositor's remark. Calls follow the shape of the dose curve; as a rule, active = well fitted curve in the direction sought with a large enough effect; inconclusive = small, poorly fitted or top-dose-only effect, or another doubt; inactive = no such curve, though single readings can be large; an effect the other way counts as inactive or inconclusive. % is scaled to controls: 0 for no effect and ±100 for the full control effect; potency is read from the fitted curve at half-maximal effect.

SMILES	DT40 TDP1 CPT	TDP1 inh	DT40 TDP1 no CPT
O=C1NC(=S)SC1=Cc1ccccc1C(=O)O	3%	·	-7%
Cc1nccn1CCCNC(=O)c1nc(Cn2cc([N+](=O)[O-])cn2)no1	4%	1%[0.0935 µM]	8%
COC(=O)c1ccccc1S(=O)(=O)N1CCC(C(=O)OCC(=O)c2ccccc2OC)CC1	?	-9%	-13%
COc1ccc(C(CNC(=O)c2ccc(NS(=O)(=O)c3ccc(F)cc3)cc2)N2CCOCC2)cc1 (centres undefined)	-3%	4%	?
O=S(=O)(Cc1ccccc1)Nc1ccc(F)cc1	4%	·	5%
CN(C)N1C(N)=C(C#N)C(c2ccc(Br)cc2)C2=C1CCCC2=O (centres undefined)	5%	·	8%
Cc1nc(CCN2C(=O)c3ccccc3C2=O)n[nH]1	?	2%	23µM*
O=c1[nH]c(N2CCCCCC2)nc2ncn(Cc3ccccc3)c12	-5%	2%	14%
CN1CCN(C(=O)c2cc3c(c(-c4cccc(C#CC(C)(C)O)c4)n2)[C@H](CCO)N(S(=O)C(C)(C)C)C3)CC1 (some centres undefined)	2%	·	6%
O=C(N/N=C/c1ccco1)c1ccc(NC(=O)C2CCCCC2)cc1	-14%	·	-6%
Cc1ccc(-n2c(C)nc3ccsc3c2=O)cc1	-7%	·	-18%
NC(=O)C1CCN(C(=O)c2cn(-c3ccccc3)nc2-c2cccnc2)CC1	0%	0%[0.505 µM]	-4%
O=C(O)CC(C(=O)NC1CCCCC1)C1CCCO1 (centres undefined)	0%	2%	-27%
O=C(CN1C(=O)NC2(CCc3ccccc32)C1=O)NCc1ccc(F)cc1 (centres undefined)	-4%	11%	-2%
Cc1nnsc1C(=O)NC1CCCc2c1cnn2-c1ccccc1F (centres undefined)	10µM*	1%	18µM*
CCOc1cc(CNCCSc2nnnn2C)cc(Cl)c1OCc1ccc(Cl)cc1	13µM*	5%	13µM*
Oc1ccc(O)cc1	21µM*	4%	?
COc1cc(-c2[nH]ncc2CN2CCc3sccc3C2)cc(OC)c1OC	15µM*	2%	10µM*
O=C(CCS(=O)(=O)c1ccccc1)NC1CCCCC1	-17%	3%	22%
CCN(CC)c1ccc(/C=N/N2CCN(Cc3ccccc3)CC2)c(O)c1	?	12%	?
Cc1ccc(-c2n[nH]c(=O)c3ccccc23)cc1S(=O)(=O)Nc1ccccc1	?	0%	23µM*
CCc1cccc(NC(=O)CNC(=O)N2CC(=O)Nc3ccccc32)c1	-15%	1%	21%
COc1ccc(-c2nc(SCC(=O)N3CCN(c4ccc(F)cc4)CC3)n[nH]2)cc1	-13%	0%	-8%
Cc1ccc(S(=O)(=O)N2CCCCC2)cc1NC(=O)CSCC(=O)O	16%	5%	-12%
O=C(NCCC1=CCCCC1)C(=O)NCC(c1ccco1)N1CCN(c2ccccc2)CC1 (centres undefined)	12µM*	2%	9.2µM*
CCN(CC(=O)Nc1ccc(NC(C)=O)cc1)C(=O)CCCc1nc2ccccc2c(=O)[nH]1	-5%	-10%[0.505 µM]	7%
COCCn1nnnc1CN1CCN(C(=O)c2ccco2)CC1	0%	-3%	-5%
COc1ccc(CN(CC2CCCO2)C(=O)CN2C(=O)C(C)Oc3ccc(C)cc32)cc1OC (centres undefined)	?	-7%[56.1 µM]	18µM*
COc1ccc(S(=O)(=O)N2CCOCC2)cc1NC(=O)CN1CCN(C)CC1	-1%	·	-2%
CC1=NN(c2ccc(C)cc2)C(=O)/C1=C\c1ccc(Br)s1	?	7%	?
NS(=O)(=O)c1cccc(NC(=O)c2cccc(-c3ccc(O)cc3)c2)c1	?	8%	?
COC(=O)CSc1ccc2nnc(CCNS(=O)(=O)c3ccccc3)n2n1	2%&-6%	1%&0%	1%&-14%
CCN(CC)CCOC(=O)c1cccc(OC)c1	-25%	0%	-4%
CCN(CC)c1ccc(S(=O)(=O)N2CCCCC2)cc1NC(=O)C1CCC1	18µM*	0%	?
COc1ccccc1CC(=O)Nc1ccc(S(=O)(=O)N2CCOCC2)cc1	0%	4%	-3%
COc1cc(/C=C(\C#N)C(=O)NCC2CCCO2)ccc1OCC(N)=O (centres undefined)	1%	3%	-19%
COc1ccc(N(CC(=O)N/N=C/c2cccnc2)S(=O)(=O)c2ccc(C)cc2)cc1OC	-12%	5%	-16%
COc1cc(C(=O)Nc2cc(C)c(OCC(=O)N3CCOCC3)c(C)c2)cc(OC)c1OC	-7%	-1%	-13%
COc1ccc(CNC(=O)CSc2nnc3c(n2)[nH]c2ccccc23)cc1	7%	·	-21%
CCOc1ccc(NCc2nnc(SCC(=O)Nc3nc(-c4ccccc4)cs3)n2-c2ccccc2)cc1	?	4%	23µM*
C[C@H]1CN([C@@H](C)CO)C(=O)CCCn2nncc2CO[C@@H]1CN(C)C(=O)Cc1ccccc1	-6%	·	?
Cc1ccc(OCC(=O)Nc2ccc(S(=O)(=O)Nc3ccccn3)cc2)cc1C	1%	1%	?
NS(=O)(=O)c1ccc(NC(=O)CSC2=NC(=O)C(c3ccccc3)C(=O)N2)cc1 (centres undefined)	-6%	5%	?
O=C(NCc1ccccn1)Nc1ccc(Br)cc1Cl	-28%	2%	-15%
O=C(c1ccc2c(c1)OCO2)N1CCN(c2ccccn2)CC1	-1%	3%	-9%
CCOC(=O)c1ccc(N2C(=O)c3n[nH]c(C)c3C2c2ccc(OC)cc2OC)cc1 (centres undefined)	?	7%	23µM*
C[C@]12C=CC(=O)C=C1CCC1C2CC[C@@]2(C)C1CCC21OCCO1 (some centres undefined)	?	0%	?
C=CC[n+]1c(-c2ccc(OCC)cc2)csc1NNC(=O)Nc1ccccc1	7.3µM*	8%	5.8µM*
Cn1cc(CCNC(=O)CC2C(=O)NCCN2Cc2cccc(Oc3ccccc3)c2)cn1 (centres undefined)	-10%	9%	?
Cc1ccc(SCCCn2cncn2)cc1	-6%	2%	-15%
CC(=O)c1cccc(NC(=O)c2ccc(S(=O)(=O)N3CCCCC3)cc2)c1	23µM*	2%	18µM*
N#Cc1c(N)nc2c(c1N)CC(CO)O2 (centres undefined)	-11%	2%	-4%
CCCN[C@H]1CCc2nc(N)sc2C1	?	·	17µM*!
COc1ccccc1CNC(=O)c1ccc2nc(N3CCOCC3)sc2c1	-9%	·	-26%
Nc1ncnc(N)c1NC(=O)c1ccc(OCc2ccccc2)cc1	-4%	·	-23%
O=C(O)CCC(=O)NC(c1ccccc1)c1ccccc1	-21%	5%	-15%
CN(C)/C=C/C(=C\C(=O)C(F)(F)F)Nc1ccc(C(F)(F)F)cc1	?	-1%	18µM*
CCOC(=O)N1CCC(=NNC(=O)c2cc3ccccc3cc2O)CC1	7%	11%	-9%
O=C(NC1CCN(S(=O)(=O)c2cccc(F)c2)CC1)c1ccc(F)cc1	-12%	·	-26%
Cc1cc(C(=O)CN2CCN(CC(=O)Nc3ccc(F)cc3)CC2)c(C)n1C1CC1	-19%	0%[56.1 µM]	2%
Carrying on:
SMILES	DT40 TDP1 CPT	TDP1 inh	DT40 TDP1 no CPT
O=C(Cn1nc(-c2ccco2)ccc1=O)Nc1cc(C(F)(F)F)ccc1Cl	0%	5%	4%
COc1ccc(CC(N)c2csc(NC(=O)c3ccc(OC)cc3)n2)cc1 (centres undefined)	16µM*	·	21µM*
CN(C(=O)c1ccccc1Br)C1CCS(=O)(=O)C1 (centres undefined)	7%	·	1%
CC(=O)N(C(C)=O)c1c(C#N)c(C)n(-c2ccccc2)c1C(=O)c1ccccc1	-25%	7%	?
CCOc1ccc(S(=O)(=O)n2ccc(C)n2)c2ccccc12	?	5%	?
Cc1ccc(N2CCN(S(=O)(=O)c3c(C)[nH]c(=O)[nH]c3=O)CC2C)cc1 (centres undefined)	-13%	1%	2%
C=CCc1cc(Cl)ccc1OCCn1ccnc1	-34%	9%	?
CC(C)(C)c1ccc(S(=O)(=O)NCCOCC(F)(F)C(F)F)cc1	?	1%	?
CC1(c2nnnn2Cc2ccccc2)CCC(=O)N1Cc1ccc(F)cc1 (centres undefined)	-12%	·	-14%
CCN(Cc1cccc(OC)c1)CC1CCCN(CCc2cccc(OC)c2)C1 (centres undefined)	15µM*	·	?
CC(=O)N1C[C@H]2CON(C)[C@H]2C[C@H]1c1cccc(-c2ccccc2)c1	-3%	·	-3%
CC(=O)Nc1ccc(NC(=O)C(C)Oc2ccc(C)nc2[N+](=O)[O-])cc1 (centres undefined)	1%	1%	0%
CN1CCN(c2nc3c(c(=O)[nH]c(=O)n3C)n2CCCSc2ncccn2)CC1	-13%	-3%	-1%
Cc1ccc(NC(=O)C(=O)NCc2ccc(/C=C(/C#N)C(=O)NCc3cccnc3)o2)cc1C	?	3%	16µM*
CN(C)/C=C(\C=O)c1ccc(Cl)cc1Cl	-18%	-8%	0%
Cc1occc1C(=O)NNC(=O)C1CCCCC1	1%	0%	?
Cc1cccc(C(=O)NCC(=O)N2CCCCCCC2)c1	-10%	1%	-19%
CN(C)CCCN(C(=O)c1cccs1)c1nc2cc3c(cc2s1)OCO3	-18%	6%	?
O=C1CCCN1CCC1CCN(C(=S)Nc2ccc(F)cc2)CC1	-12%	4%	-19%
CSc1nncc(-c2ccccc2)n1	-4%	-5%	-13%
CC(NC(=O)c1ccc2c(c1)S(=O)(=O)N=C1CCCCCN12)c1ccc(S(N)(=O)=O)cc1 (centres undefined)	-1%	-1%	-3%
Cc1c(Br)cc(C(=O)O)c(C)c1C	-9%	0%	-25%
COC(=O)[C@@]1(Cc2ccc(OC)cc2)[C@H]2c3cc(C(=O)N4CCCC4)n(Cc4ccsc4Br)c3C[C@H]2CN1C(=O)c1ccccc1	?	15%	?
Cc1ccc(C)c(S(=O)(=O)N2CCN(C(=O)CCNS(=O)(=O)c3ccccc3)CC2)c1	-13%	4%[56.1 µM]	?
Cc1ccc(-c2noc(C3CCCN(S(=O)(=O)c4ccc5ccccc5c4)C3)n2)o1 (centres undefined)	?	5%	-24%
O=c1[nH]nc(-c2cc(-c3ccccc3)nc3ccccc23)o1	-6%	·	?
CCNC(=O)CN1C(=O)NC2(CCCc3cc(OC)ccc32)C1=O (centres undefined)	2%	-2%	-17%
CC(C)[C@H](NS(=O)(=O)c1ccccc1F)C(=O)OCC(=O)Nc1cccc(S(N)(=O)=O)c1	10%	1%	-13%
CN(CC(=O)Nc1ccc(N2CCOCC2)cc1)C(=O)c1cc(F)c(F)cc1Cl	8%	2%	-8%
OCCCNc1ncnc2c1ncn2[C@H]1CN(Cc2ccncc2)C[C@@H](CO)O1	19%	·	1%

Structural class: the entries above containing a furan ring, fused or not (seven)
SMILES	DT40 TDP1 CPT	TDP1 inh	DT40 TDP1 no CPT
O=C(N/N=C/c1ccco1)c1ccc(NC(=O)C2CCCCC2)cc1	-14%	·	-6%
O=C(NCCC1=CCCCC1)C(=O)NCC(c1ccco1)N1CCN(c2ccccc2)CC1 (centres undefined)	12µM*	2%	9.2µM*
COCCn1nnnc1CN1CCN(C(=O)c2ccco2)CC1	0%	-3%	-5%
O=C(Cn1nc(-c2ccco2)ccc1=O)Nc1cc(C(F)(F)F)ccc1Cl	0%	5%	4%
Cc1ccc(NC(=O)C(=O)NCc2ccc(/C=C(/C#N)C(=O)NCc3cccnc3)o2)cc1C	?	3%	16µM*
Cc1occc1C(=O)NNC(=O)C1CCCCC1	1%	0%	?
Cc1ccc(-c2noc(C3CCCN(S(=O)(=O)c4ccc5ccccc5c4)C3)n2)o1 (centres undefined)	?	5%	-24%

Other results
SMILES	DT40 TDP1 CPT	TDP1 inh	DT40 TDP1 no CPT
Cc1ccc(N(Cc2cc3ccc(C)cc3[nH]c2=O)C(=O)c2ccco2)c(C)c1	?	6%	23µM*
CC(C)S(=O)(=O)CC(=O)c1ccc(Cl)cc1	3%	2%	3%
CCn1c(C)c(C)c2cc(C(=O)NCCCN3CCCCC3C)ccc21 (centres undefined)	?	4%&8%	-13%&-10%
Nc1ccc(C(=O)Nc2cccc3ncccc23)cc1	5%	1%	2%
CN(C)C(=O)c1ccc(-c2ccc3ncnc(NC4CC4)c3c2)cc1	-7%	·	?
Cc1cc(C)c(C(=O)CSc2nnc(C)s2)c(C)c1	-6%	0%	?
Cc1nc(NC(N)=S)sc1C(=O)Nc1ccccc1	-16%	2%	-9%
Cc1sc2ncn(CC(=O)N(C)c3ccc(Br)cc3)c(=O)c2c1S(=O)(=O)N1CCC(C)CC1	?	0%	?
O=C(O)CCC(=O)Nc1cc(C(F)(F)F)cc(C(F)(F)F)c1	3%	6%	-12%
COc1ccc(N2C(=O)/C(=C/c3ccc([N+](=O)[O-])cc3)N=C2C)cc1	-16%	2%	?

Source: PubChem (National Center for Advancing Translational Sciences (NCATS))
